E-selectin induc: E-selectin induction in HUVECs, primary screen, imaging, HUVEC, immunofluorescence imaging, single point. P16581. normalized: neutral wells 0, TNF-alpha wells 100. 260,000 compounds, 0.37% hits. activation, % at 7.58 µM;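 active = mean E-selectin-positive cell signal at least 10% of the positive control, reached in at least 60% of replicates, without over 20% cell loss; inconclusive = no rule given, readout overlaps actives, possibly toxicity-flagged; inactive = the rest, including those meeting only one limit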;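 note: in these data hits start at about 27%; measured in HUVEC primary endothelial cells; signal is the percent of cells scored E-selectin positive by PE staining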
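Test system: HUVEC; input: 3,000 HUVEC/well; measured by: immunofluorescence imaging; read-out: % PE-positive cells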
RAD54 inh: inhibitors of human RAD54 branch migration, primary screen, biochemical, fluorescence, single point; inhibition, % at 10.4 µM; RAD54 Holliday junction branch migration, FAM/BHQ fluorescence; DNA repair and recombination protein RAD54-like (Homo sapiens), Q92698; 360,000 compounds, 0.14% hits; AID 602329, 2012;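 active = mean normalized replicate activity at least 40 and at least half of replicates scoring 40 or more; inconclusive = only one of the two criteria met; inactive = mean below 40 and under half of replicates reaching 40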;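 note: 0% = median of neutral control wells and 100% = median of positive control wells; inhibitors cause a drop in the FAM fluorescence signal; in these data hits start at about 50%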
Target sequence (Q92698 whole entry, looked up): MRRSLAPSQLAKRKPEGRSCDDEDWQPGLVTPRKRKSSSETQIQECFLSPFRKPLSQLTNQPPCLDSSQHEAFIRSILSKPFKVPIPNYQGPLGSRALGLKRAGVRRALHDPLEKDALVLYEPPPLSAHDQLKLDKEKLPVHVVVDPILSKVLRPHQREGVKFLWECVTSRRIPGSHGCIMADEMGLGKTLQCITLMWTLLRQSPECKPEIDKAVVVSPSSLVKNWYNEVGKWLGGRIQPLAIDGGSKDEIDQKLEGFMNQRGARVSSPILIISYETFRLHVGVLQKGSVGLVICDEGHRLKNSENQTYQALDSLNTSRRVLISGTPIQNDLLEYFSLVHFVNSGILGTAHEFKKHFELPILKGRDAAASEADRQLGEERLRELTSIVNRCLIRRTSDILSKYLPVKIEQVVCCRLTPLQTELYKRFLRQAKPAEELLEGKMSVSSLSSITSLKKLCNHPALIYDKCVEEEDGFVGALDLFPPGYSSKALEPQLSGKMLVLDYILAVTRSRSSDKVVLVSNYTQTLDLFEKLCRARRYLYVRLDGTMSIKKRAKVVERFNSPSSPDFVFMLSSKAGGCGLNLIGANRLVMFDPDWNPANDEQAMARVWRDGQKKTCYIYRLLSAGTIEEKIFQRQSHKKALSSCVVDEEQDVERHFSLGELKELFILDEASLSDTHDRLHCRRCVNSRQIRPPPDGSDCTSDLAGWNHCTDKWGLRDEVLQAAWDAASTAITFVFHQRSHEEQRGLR
Casp6 inh: human caspase-6 inhibitors, primary screen, biochemical, VEID-R110 fluorescence, single point, set 2; purified caspase-6, Z-VEID-R110 cleavage fluorescence; 350,000 compounds, 0.53% hits; P55212; AID 686996, 2013; inhibition, % at 12.5 µM;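 active = mean inhibition across replicates at least about 35%, with every replicate also reaching that limit, limit read from the data; inconclusive = only one of the two criteria met; inactive = neither criterion met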;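 note: 0% = median of neutral control wells and 100% = no fluorescence left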
Target sequence (P55212 24-179 limits assumed): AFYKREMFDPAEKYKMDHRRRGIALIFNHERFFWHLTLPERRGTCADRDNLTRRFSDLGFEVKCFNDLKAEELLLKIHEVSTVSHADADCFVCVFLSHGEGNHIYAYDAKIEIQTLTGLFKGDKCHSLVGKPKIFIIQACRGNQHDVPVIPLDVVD
Target sequence (P55212 194-293 limits assumed): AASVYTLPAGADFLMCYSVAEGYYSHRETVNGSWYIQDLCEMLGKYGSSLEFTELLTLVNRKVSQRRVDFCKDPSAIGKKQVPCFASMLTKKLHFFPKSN
RAD52 inh: RAD52 DNA annealing inhibitors, primary screen, biochemical, FRET, single point, set 2 | recombinant RAD52 DNA annealing, FRET fluorescence | DNA repair protein RAD52 homolog (Homo sapiens), P43351 | 360,000 compounds, 0.46% hits | inhibition, % at 18.7 µM;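 active = every replicate showing at least 50% inhibition; inconclusive = mean inhibition at least 50% but not in every replicate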
esBAF inh: Bmi1 luciferase reporter increase in mESCs, primary screen, esBAF inhibitor project, mouse ES cells, Bmi1 luciferase knock-in, single point; 24 h; 100% = twice the neutral-well signal; reporter increase, % at 12.5 µM; 350,000 compounds, 2% hits; AID 602393, 2012; in the data active = activation above about 40%; inconclusive = no clear call, values can overlap the other calls;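 note: 0% = median of the plate's neutral control wells and 100% = double that signal; a rise in the Bmi1 reporter signal indicates esBAF inhibition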
ERp5 inh: inhibitors of ERp5-driven insulin aggregation, primary screen, biochemical, turbidity, absorbance 650 nm, single point; inhibition, % at 9.99 µM; 350,000 compounds, 0.05% hits; AID 651711, 2012; 90 min; Protein disulfide-isomerase A6 (Homo sapiens), Q15084;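 active = mean replicate inhibition above about 25%, with every replicate also reaching it, limit read from the data, passing the limit was not always enough; inconclusive = only one of those two criteria met; inactive = neither criterion met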
PglD inh: C. jejuni PglD acetyltransferase inhibitors, primary screen, biochemical, DTNB colorimetric, single point | UDP-N-acetylbacillosamine N-acetyltransferase PglD (Campylobacter jejuni) | inhibition, % at 12.5 µM | purified PglD enzyme, DTNB colorimetric CoA detection | 360,000 compounds, 0.098% hits; in the data active = inhibition above about 16%, passing the limit was not always enough; inconclusive = no clear call, values can overlap the other calls; note: strong numbers were not always called active
ARNT TACC3 PPI: disruptors of ARNT/TACC3 protein interaction, primary screen, biochemical, AlphaScreen, single concentration; inhibition, % at 9.99 µM; 390,000 compounds, 0.66% hits; AlphaScreen His-ARNT PAS-B/GST-TACC3 binding, luminescence; TACC3 fragment carries E629A point mutation; AID 623870, 2012;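 active = mean inhibition of replicates at least 50% and at least half of replicates each reaching 50%; inconclusive = half or more replicates reach 50% but mean below 50%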;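 note: 0% = complete ARNT plus TACC3 wells and 100% = ARNT alone without TACC3; many hits fall short of the cut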
Starred values were filed as active, the others as inactive; i = inactive; ? = inconclusive; . = no result given; & = joins results of further samples.

SMILES	E-selectin induc	RAD54 inh	Casp6 inh	RAD52 inh	esBAF inh	ERp5 inh	PglD inh	ARNT TACC3 PPI
O=C(Nc1ccc(S(=O)(=O)N2CCOCC2)cc1)C1CCN(S(=O)(=O)c2ccccc2)CC1	-1.6	-1	-4	-15	.	4	-3	-1
COc1ccc(N(C(=O)c2snc(C(N)=O)c2N)C(C(=O)NCc2ccccc2)c2ccc(F)cc2)c(OC)c1 (centres undefined)	-0.3	10	0	-4	-2	1	-3	-3
CCOc1ccccc1NC(=O)N1CCC(c2nc3ccccc3[nH]2)CC1	.	0	.	.	-4	.	4	5
COc1cc(CN2CC(C)CC(C)C2)cc([N+](=O)[O-])c1O (centres undefined)	.	.	1	5	.	-3	.	-13
Cc1cccc(-c2ccc([C@H]3[C@H]4CN(C(=O)c5ccncc5)CCCCN4[C@H]3CO)cc2)c1	0.1	-5	-4	3	6	-1	0	2
Cc1onc(C(=O)Nc2ccc(OC(F)(F)F)cc2)c1[N+](=O)[O-]	.	5	.	.	-2	.	-4	-1
O=C(CN(C(=O)c1csnn1)c1ccccc1Cl)NCCc1ccccc1	.	8	1	-23	0	16	-3	.
O=C(O)CCCC(=O)N1N=C(c2ccco2)CC1c1ccco1 (centres undefined)	-0.2	-2	17	-9	4	2	9	20
C=CCn1c(CNC(=O)c2ccccc2F)nnc1SCC(=O)NC(C)c1ccccc1 (centres undefined)	-1.1	.	-1	-4	.	-1	.	-13
Cc1ccc(S(=O)(=O)N2CCC(C(=O)Nc3ccc4c(c3)COC4=O)CC2)cc1	.	6	.	.	1	.	3	0
CS(=O)(=O)N1CCN(c2ccc(C(=O)N3CCOCC3)cc2[N+](=O)[O-])CC1	-2.8	.	.	-30	.	1	.	-1
CO[C@@H]1CN(C)C(=O)c2ccc(NS(C)(=O)=O)cc2OC[C@H](C)N(C(=O)c2ccc3c(c2)OCO3)C[C@H]1C	0.4	0	.	.	-4	.	1	-10
O=C(N[C@@H]1CC[C@@H](CC(=O)N2CCCCC2)O[C@H]1CO)c1cccc(F)c1	0.3	-4	-5	8	-5	4	0	-3
Cc1cccc(C(=O)NCC2CCCO2)c1 (centres undefined)	.	-12	.	.	5	.	3	1
Cc1ccc(OCC(=O)N2c3ccccc3NC(=O)C2(C)C)c([N+](=O)[O-])n1	.	.	14	-7	.	1	.	0
CCc1ccc(C(CC(=O)c2ccc(Cl)cc2)C(=O)O)cc1 (centres undefined)	.	-9	.	.	-7	.	-1	-14
COc1ccc(C(=O)Nc2nc(-c3ccc([N+](=O)[O-])cc3)c(-c3ccc(OC)cc3)s2)cc1	-1.2	.	-2	-31	.	-10	.	-7
CC(C)(C)C(=O)Cn1c[n+](N)cn1	.	-13	.	.	2	.	-5	-1
CCCCCCOc1ccc(C(=O)O)cc1C#N	.	-2	.	.	0	.	6	5
CCc1nc2ccccc2n1CC1CC1(Cl)Cl (centres undefined)	3.1	2	-2	-14	2	0	-1	0
O=C(Nc1nnc(-c2ccc3c(c2)CCCC3)o1)c1ccccc1Cl	-0.4	5	2	-24	10	4	.	19
COC(=O)C1CCCCN1C(=O)CCc1nnc(CCc2c[nH]c3ccccc23)o1 (centres undefined)	0.9	.	0	-5	.	?	.	-6
CN(C)c1cccc(C(=O)NNC(=O)CN2C(=O)C3CC=CCC3C2=O)c1 (centres undefined)	0.3	-1	-3	-15	42*	-14	-2	8
O=C(O)C[C@H]1C[C@@H]2c3cc(NC(=O)Nc4ccccc4)ccc3O[C@@H]2[C@@H](CO)O1	0.1	-4	1	19	-5	-1	2	-6
Cc1ccc(C)c(N2CN(Cc3cccnc3)CNC2=S)c1	.	2	-2	-26	-1	-4	-2	-1
CSc1nc(-c2ccccc2)nc2c1COC(C)(C)C2	.	-1	.	.	-5	.	6	-4
COc1cc(C=NNC(=O)c2cccnc2)ccc1OC(=O)c1ccccc1F	.	4	3	-19	5	-8	2	-14
c1ccc(-n2nnc(-c3cccnc3)n2)cc1	0.3	3	1	5	58*	10	-1	42
Cc1ccc2nc3c(cc2c1)c(C)nn3-c1ccccc1	1.7	-20	3	-1	7	3	1	-104
Cc1cc(OCc2cc(C(=O)NCc3csc(C(C)C)n3)no2)cc(C)c1Cl	-0.9	-3	0	-7	8	4	0	-9
COc1ccc(-c2noc(CCC(=O)NCC3CCCO3)n2)cc1OC (centres undefined)	.	6	2	-3	0	4	-5	-3
COc1ccc(Nc2cc(C(=O)NCCCOC(C)C)c3ccccc3n2)c(OC)c1	-0.1	4	-2	-7	2	0	4	2
C[C@@H]1CN([C@@H](C)CO)C(=O)c2cccc(NC(=O)Nc3ccc4c(c3)OCO4)c2O[C@@H]1CN(C)C(=O)NC1CCCCC1	-11	7	-2	-10	6	10	1	-8
CC(=O)c1cccc(NC(=O)N2CCC(NC(=O)C34CC5CC(CC(C5)C3)C4)CC2)c1	.	-3	.	-3	0	3	-3	-5
CC1CN(C(=O)c2cc3cc([N+](=O)[O-])ccc3s2)CC(C)O1 (centres undefined)	.	.	1	0	.	2	.	10
CC(O)CNc1nc2ccccc2n1CC(=O)NCCc1ccc(Cl)cc1 (centres undefined)	.	-4	.	.	-2	.	3	0
Cc1[nH]nc2c1C(c1ccc3c(c1)OCO3)C(C#N)=C(N)O2 (centres undefined)	.	-3	.	.	5	.	-5	3
C[C@@H]1CN([C@@H](C)CO)C(=O)Cc2cc(NC(=O)Cn3cnnn3)ccc2O[C@H]1CN(C)Cc1ccc(C(=O)Nc2ccccc2N)cc1	1.0	.	2	7	.	14	.	.
CC(C)n1cc(/C=C/c2cc[n+](C)cc2)c2ccccc21	.	i	-24	i	-16	-2	-9	3
O=C(NNC(=O)c1cc(-c2ccco2)nc2ccccc12)c1ccccc1	.	7	2	-31	7	-6	5	-3
Cc1ccc(S(=O)(=O)Nc2ccc3c(c2)C(=O)N([C@@H](C)CO)C[C@H](C)[C@H](CN(C)Cc2ccc(C(F)(F)F)cc2)OCCCC[C@H](C)O3)cc1	.	-18	-1	-41	-2	-3	4	10
C=CCNC(=O)[C@@H]1[C@H]2C(=O)O[C@H](c3ccccc3)[C@H](c3ccccc3)N2[C@H](c2ccc(OCCO)cc2)[C@@]12C(=O)N(C(=O)OCCOC)c1ccc(C#Cc3ccc(OC)cc3)cc12	.	-15	-1	16	.	0	2	-3
C[C@H](CO)N1C[C@H](C)[C@H](CN(C)Cc2ccc(C(=O)O)cc2)Oc2ccc(NC(=O)CCN3CCOCC3)cc2C1=O	.	3	-3	2	-1	4	9	-12
C[C@@H]1CCCCO[C@H](CN(C)C(=O)c2ccncc2)[C@H](C)CN([C@@H](C)CO)C(=O)c2cc(NS(=O)(=O)c3ccccc3)ccc2O1	0.0	-1	0	2	3	1	5	4
CCCC#Cc1cnc2c(c1)C(=O)N([C@@H](C)CO)C[C@@H](C)[C@H](CN(C)C(=O)NCCC)O2	-0.2	0	-2	7	-1	-3	-2	-6
O=C(/C=C/c1ccc(F)cc1)N1CCN(S(=O)(=O)/C=C/c2ccccc2)CC1	.	.	-2	-27	.	2	.	-13
CC1CCN(CCNC(=O)C2CCCN(S(=O)(=O)c3cccc4nsnc34)C2)CC1 (centres undefined)	.	3	-10	-8	-4	0	-1	-7
O=C(c1cccs1)N1CCCC(c2nc(-c3ccc(F)cc3)no2)C1 (centres undefined)	.	-5	.	.	52*	.	3	-16
CCOC(=O)C1CCCCN1C(=O)CCc1c(C)nc2ncnn2c1C (centres undefined)	.	-2	.	.	-43	.	-9	-2
O=C(Nc1c2c(nn1-c1ccc(F)cc1)CS(=O)(=O)C2)c1ccc2c(c1)OCO2	.	-3	8	-12	1	0	6	.
C[C@@H]1CN([C@H](C)CO)C(=O)c2cc(NC(=O)Nc3ccccc3)ccc2O[C@@H](C)CCCCO[C@H]1CN(C)Cc1ccc(Cl)c(Cl)c1	.	-1	1	-22	6	11	3	18
CCCN(C)C[C@@H]1OCCCC[C@H](C)Oc2ccc(NC(=O)Nc3ccc(F)cc3)cc2C(=O)N([C@@H](C)CO)C[C@@H]1C	0.1	0	0	4	1	0	-3	4
COc1ccc(NC(=O)N(C)C[C@H]2Oc3ccc(NC(=O)CCN4CCOCC4)cc3CC(=O)N([C@@H](C)CO)C[C@@H]2C)cc1	.	5	0	-4	-4	-1	-1	0
CCC(=O)Nc1nc(NCc2ccccc2OC)n(-c2ccccc2)n1	.	.	0	1	0	1	.	-5
Cc1cc(C)cc(Nc2cc(C)nc3ncnn23)c1	0.5	-1	-1	-3	4	-2	8	.
Cc1cccc(NC(=O)CSc2nc(C)nc3c2c(=O)n(C)c(=O)n3C)c1	.	-4	-9	2	-11	-3	5	-3
CC(C)C(C)(C#N)NC(=O)CSc1nnc(-c2ccccc2)o1 (centres undefined)	.	3	.	.	-2	.	-4	-14
Cc1c(N=C2SCC(=O)N2/N=C/c2ccccc2)c(=O)n(-c2ccccc2)n1C	-0.2	.	2	-14	.	1	.	-1
OC(CN1C2=NCCN2c2ccccc21)c1ccc(Br)cc1 (centres undefined)	.	-3	.	.	0	.	-2	-9
CC(C)(C)NC(=O)CCN(/N=C/c1ccc([N+](=O)[O-])o1)C1=NS(=O)(=O)c2ccccc21	.	-26	8	-35	.	0	-21	79*

Carrying on.
SMILES	E-selectin induc	RAD54 inh	Casp6 inh	RAD52 inh	esBAF inh	ERp5 inh	PglD inh	ARNT TACC3 PPI
COc1ccc(-c2cc(C(F)(F)F)nc(N3CCN(c4ccc(F)cc4)CC3)n2)cc1OC	.	1	.	.	-1	.	4	-7
COc1ccc(S(=O)(=O)N(C)C[C@@H]2OCc3cn(nn3)CCCC(=O)N([C@H](C)CO)C[C@H]2C)cc1	0.0&1.8	8&-13&-6	0&1&-2	6&-11&-8	2&3&1	-4&-2&-3	-2&-1&-1	-6&-1
CCn1cc(S(=O)(=O)CC(=O)Nc2ccc(OC)cc2)c2ccccc21	0.0	5	1	-8	-4	7	-4	33
O=C(C[C@H]1C(=O)N(Cc2ccccc2)C[C@@H]1Cc1ccccc1)Nc1ccc(Br)cc1	-1.0	-4	-2	-16	3	0	1	.
Cc1cc(C(=O)Nc2cccc3c2O[C@H](CN(C)Cc2ccc(Oc4ccccc4)cc2)[C@@H](C)CN([C@@H](C)CO)C3=O)n(C)n1	-6.2	5	.	15	-4	-9	9	.
C=CCN1C(=O)C2C(C(=O)NCc3ccccc3)C3C=CC2(O3)C1C(=O)NC(C)(C)C (centres undefined)	.	-2	.	.	-7	.	0	9
Cc1noc(C)c1S(=O)(=O)Nc1ccc2c(c1)CC(=O)N([C@H](C)CO)C[C@H](C)[C@H](CN(C)S(=O)(=O)c1cn(C)cn1)O2	-0.2	-3	.	-5	-4	7	-1	-4
C=CC[C@@H](CC(=O)NCCO)C(=O)NC[C@H](OC(=O)[C@@H](CC=C)Cc1ccc(F)cc1)c1ccccc1	1.9	2	0	-9	-1	1	-7	1

2 entries from above, comma-delimited:
Structure,E-selectin induc,RAD54 inh,Casp6 inh,RAD52 inh,esBAF inh,ERp5 inh,PglD inh,ARNT TACC3 PPI
CCn1cc(S(=O)(=O)CC(=O)Nc2ccc(OC)cc2)c2ccccc21,0.0,5,1,-8,-4,7,-4,33
O=C(C[C@H]1C(=O)N(Cc2ccccc2)C[C@@H]1Cc1ccccc1)Nc1ccc(Br)cc1,-1.0,-4,-2,-16,3,0,1,.

This is a random part of the collection; 3.2% or so of the library scored in one or more.
